KLK7 zymogen act = proKLK7 (human) activation, primary screen; 370,000 tested, 0.9% active; P49862; purified proKLK7, EDANS-DABCYL substrate fluorescence; 100% is mature enzyme control, 0% vehicle; activation, % at 7 µM;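 active means activation above the mean of all tested compounds plus 3 SD, computed per campaign excluding outliers beyond control limits, cut at about 13% in these data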
Target sequence (P49862 whole entry, looked up): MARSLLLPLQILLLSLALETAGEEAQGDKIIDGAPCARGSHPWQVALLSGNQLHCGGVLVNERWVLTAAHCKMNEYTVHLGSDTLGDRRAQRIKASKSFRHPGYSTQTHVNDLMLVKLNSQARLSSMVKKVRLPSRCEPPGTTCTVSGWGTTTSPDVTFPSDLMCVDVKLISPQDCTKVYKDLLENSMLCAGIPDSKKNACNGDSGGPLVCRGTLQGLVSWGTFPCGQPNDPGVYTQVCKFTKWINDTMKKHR
MBD2 inh = inhibitors of human MBD2 binding to methylated oligonucleotide. 370,000 tested, 0.31% active. TR-FRET. inhibition, % at 4.4 µM. AID 686964; in the data active means inhibition above about 13%
ASAP1 GAP inh = ASAP1 ArfGAP inhibition | ASAP1-stimulated ARF1 GTP hydrolysis, GDP FP detection | inhibition, % at 16.5 µM | 360,000 tested, 0.19% active | AID 624377; in the data active means inhibition above about 25%;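 further: 0% = vehicle with enzyme and substrate and 100% = no enzyme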
Tn6 DDE FP = DD(E)-Tn6 binding inhibition, primary FP screen; Fibrin DD(E) TRITC-Tn6 fluorescence polarization displacement; 370,000 tested, 0.21% active; inhibition, % at 8.3 µM; P02675;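 active means inhibition above a per-campaign cutoff: mean of compounds within control limits plus 3 SD, cut at about 15% in these data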;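 further: 0% = median of all compound wells on the plate and 100% = blocking peptide control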
Target sequence (P02675 whole entry, looked up): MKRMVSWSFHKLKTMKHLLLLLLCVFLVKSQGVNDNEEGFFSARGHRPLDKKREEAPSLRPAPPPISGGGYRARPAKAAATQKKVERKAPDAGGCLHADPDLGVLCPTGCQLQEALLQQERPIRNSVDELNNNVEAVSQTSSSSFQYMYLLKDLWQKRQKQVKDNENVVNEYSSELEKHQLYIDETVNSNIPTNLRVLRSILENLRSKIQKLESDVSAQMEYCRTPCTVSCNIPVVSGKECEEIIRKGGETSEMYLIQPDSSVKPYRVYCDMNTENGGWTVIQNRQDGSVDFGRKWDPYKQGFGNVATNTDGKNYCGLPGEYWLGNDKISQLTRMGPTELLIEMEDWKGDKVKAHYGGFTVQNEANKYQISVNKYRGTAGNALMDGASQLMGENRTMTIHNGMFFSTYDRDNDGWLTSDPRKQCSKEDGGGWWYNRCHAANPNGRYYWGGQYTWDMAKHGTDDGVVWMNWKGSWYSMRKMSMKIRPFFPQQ
ADAM17 inh = inhibits human ADAM17; inhibition, % at 6.95 µM; P78536; 370,000 tested, 0.83% active; recombinant ADAM17, EDANS/DABCYL FRET peptide cleavage; AID 720648;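 active means inhibition above the mean of compounds lying between control limits plus 3 SD, set per campaign, cut at about 8.5% in these data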;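 further: 0% = DMSO-only wells as the low control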
UHRF1 binding = UHRF1 methyl-DNA binding inhibition; Q96T88; 370,000 tested, 0.75% active; UHRF1 binding to methylated oligo, TR-FRET; inhibition, % at 4.4 µM; in the data active means inhibition above about 21%;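 further: UHRF1 SRA domain binding a hemimethylated CpG hairpin DNA probe; 0% = median of test compound wells and 100% = reference inhibitor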
PLCb3 inh = blocks human PLC-beta3 enzyme activity; Q01970; Purified PLC-beta3, fluorogenic substrate, fluorescence; inhibition, % at 12.2 µM; 370,000 tested, 0.18% active; AID 720704; in the data active means inhibition above about 11%;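 further: 0% = median of compound wells on plate and 100% = full blocker control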
ARFGAP1 inh = inhibits rat ARF GTPase activating protein 1. Q62848. Arfgap1-stimulated ARF1 GTP hydrolysis, GDP FP detection. inhibition, % at 16.5 µM. 360,000 tested, 0.26% active. AID 651572;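 active means inhibition above a per-plate limit, mean inhibition of low control wells plus 3 SD, cut at about 25% in these data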;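 further: 0% = DMSO wells with enzyme and 100% = wells lacking Arfgap1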
Target sequence (Q62848 1-136 limits assumed): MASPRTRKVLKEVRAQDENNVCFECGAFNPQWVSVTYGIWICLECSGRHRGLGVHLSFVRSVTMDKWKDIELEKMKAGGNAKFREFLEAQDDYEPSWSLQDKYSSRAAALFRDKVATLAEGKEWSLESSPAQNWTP
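Assay system: Rat Arfgap1 GAP domain (His6, aa 1-136), purified enzyme | Buffer or medium: HEPES 25 mM pH 7.5, NaCl 150 mM, MgCl2, DTT | Schedule: GTP hydrolysis reaction 2 h at 25 °C | Signal: FP of antibody-bound GDP Alexa 633 tracer, ex 620/em 688 nm | Measure: Percent inhibition of Arfgap1-stimulated GTP hydrolysis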
PLC-gamma1 inh = blocks human PLC-gamma1 enzyme activity. purified PLC-gamma1, fluorogenic substrate, fluorescence. 370,000 tested, 0.84% active. inhibition, % at 12.2 µM. P19174; in the data active means inhibition above about 9.5%
DDE Tn7 FP inh = inhibitors of Tn7 peptide binding to human fibrin DD(E). P02675. 370,000 tested, 0.13% active. FP displacement of FITC-Tn7 peptide from fibrin DD(E); 0% = median of compound wells per plate. AID 720508. inhibition, % at 8.3 µM;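 active means inhibition above the mean of compounds falling within the control limits plus 3 SD of them, cut at about 14% in these data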;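 further: 0% = plate median of compound wells and 100% = 10 µM Aha-Tn7 peptide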
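Assay system: Human fibrin DD(E) protein | Medium: Tris buffer with calcium and detergent, pH 7.8 | Reagent: 0.1 µM fluorescent Tn7 | Compound dosing: Single point at 8.3 µM | Times: 10 min preincubation, 3 h with tracer, room temperature | Detection: Fluorescence polarization of the labelled Tn7 tracer | Controls: Aha-Tn7 high control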
* marks the source's active call; other numbers are inactive results; x = not tested or not shown.

#	ADAM17 inh	Tn6 DDE FP	PLCb3 inh	UHRF1 binding	ARFGAP1 inh	MBD2 inh	ASAP1 GAP inh	KLK7 zymogen act	DDE Tn7 FP inh	PLC-gamma1 inh	canonical_smiles
1	-4	0	-3	2	7	4	10	-0.5	-3	1	C=CCn1c(SCC(=O)Nc2cc(C)on2)nc2sc3c(c2c1=O)CCCC3
2	-3	6	0	-1	-3	-5	2	-0.2	6	1	O=C(CSc1ncccn1)N1CCN(Cc2ccccc2)CC1
3	-2	2	0	0	7	2	2	0.0	2	4	CCc1ccccc1NC(=O)C1CC(c2ccc(F)cc2)=NO1 (stereo unspecified)
4	-6	-6	-12	7	5	8	18	0.1	5	0	Cn1cc(CN2CCC(C(O)c3cccs3)CC2)c(-c2ccccc2F)n1 (stereo unspecified)
5	-1	-1	-4	3	5	-1	3	0.0	-1	3	COc1ccc(CCNC(=O)CSc2nc3[nH]ncc3c(=O)n2-c2cccc(C(F)(F)F)c2)cc1OC
6	2	-3	8	-1	-6	0	-5	0.1	2	8	COc1ccc(Br)cc1CNC(=O)C1CCC(=O)N1C(C)C (stereo unspecified)
7	3	3	6	5	-3	3	-8	0.2	6	-1	CC(=O)Nc1sc(C)c(C)c1C(=O)OC1CCOC1=O (stereo unspecified)
8	0	-7	-10	-2	14	0	-5	0.2	5	-1	Nc1nc(CN2CCN(c3ccccc3)CC2)nc(N2CCCc3ccccc32)n1
9	-2	-4	-3	4	8	5	-16	-0.7	1	-1	Cc1ccccc1NC(=O)/C(=C/c1ccccc1)c1ccccc1
10	-2	11	1	1	-10	0	0	0.4	5	3	CC1CCCN(CC(O)COCc2ccccc2)C1 (stereo unspecified)
11	-3	-2	3	-1	-6	1	-9	-0.1	2	-1	CCCCNC(=O)[C@@H]1CC=C[C@@H]2CCN(C3CC3)C(=O)[C@@H]21
12	7	-6	6	4	1	-2	-7	0.2	2	8	CCOC(=O)c1c(N)sc(C(=O)N2CCOCC2)c1C
13	0	6	3	0	3	-8	-8	0.1	2	-1	Cc1ccc(CNC(=O)c2ccc(N3CCC4(CC3)CC(c3cccc(Br)c3)=NO4)c(NC(=O)c3ccc(Cl)c([N+](=O)[O-])c3)c2)cc1
14	-2	-3	-1	-2	-7	-1	-5	1.0	-2	3	CCS(=O)(=O)N1CCC(C(=O)NC2CCCCC2)CC1
15	4	8	4	3	7	-7	2	-0.2	-3	5	Cc1cc(=O)c(C(=O)O)nn1-c1ccccc1C(F)(F)F
16	3	-3	4	4	-3	-6	-2	0.2	1	1	Cc1ccc(NC(=O)CCc2nnc3ccc(N4CCOCC4)nn23)cc1C
17	4	0	0	4	6	-1	-8	0.1	-5	5	Cc1cccc(NC(=O)c2ccc(C(=O)Nc3cccc(C)c3)nc2)c1
18	-5	1	-11	-4	2	-1	-23	0.1	5	-5	O=C(O)CCCc1ccc2c(c1)CCc1ccccc1-2
19	-4	-7	1	-2	-1	1	13	0.3	-1	0	C[C@H](CO)N1C[C@H](C)[C@@H](CN(C)C(=O)NC2CCCCC2)Oc2ccc(NC(=O)Nc3ccccc3)cc2C1=O
20	4	5	0	-2	-2	-1	-14	-0.2	-5	0	CC(=O)C1N=NCC1c1ccccc1 (stereo unspecified)

3 of the entries above in order of the ADAM17 inh value, largest number first:
#	Compound	ADAM17 inh	Tn6 DDE FP	PLCb3 inh	UHRF1 binding	ARFGAP1 inh	MBD2 inh	ASAP1 GAP inh	KLK7 zymogen act	DDE Tn7 FP inh	PLC-gamma1 inh
5	COc1ccc(CCNC(=O)CSc2nc3[nH]ncc3c(=O)n2-c2cccc(C(F)(F)F)c2)cc1OC	-1	-1	-4	3	5	-1	3	0.0	-1	3
3	CCc1ccccc1NC(=O)C1CC(c2ccc(F)cc2)=NO1 (stereo unspecified)	-2	2	0	0	7	2	2	0.0	2	4
11	CCCCNC(=O)[C@@H]1CC=C[C@@H]2CCN(C3CC3)C(=O)[C@@H]21	-3	-2	3	-1	-6	1	-9	-0.1	2	-1

(continued)
#	ADAM17 inh	Tn6 DDE FP	PLCb3 inh	UHRF1 binding	ARFGAP1 inh	MBD2 inh	ASAP1 GAP inh	KLK7 zymogen act	DDE Tn7 FP inh	PLC-gamma1 inh	canonical_smiles
21	-4	-8	-184	8	-3	-1	-8	0.2	-3	-121	Cc1ccc(-c2csc(NC(=O)c3cccc(C)c3)c2C(=O)O)cc1
22	-6	-2	-4	6	4	10	5	-0.2	3	6	O=[N+]([O-])c1ccc(S(=O)(=O)N2CCN(c3ccnc4cc(Cl)ccc34)CC2)cc1
23	1	3	1	0	-18	-1	-4	0.9	5	-2	O=C(CCCN1C(=O)c2ccccc2C1=O)Nc1c(C(=O)C2CC2)oc2ccccc12
24	-1	-3	-4	5	4	0	-4	0.0	-2	2	Cc1ccc(S(=O)(=O)N2CCC(C(=O)NC3CC(C)(C)NC(C)(C)C3)CC2)cc1C
25	3	-2	-4	-2	11	-3	8	0.3	-6	3	O=C(NC(=S)Nc1ccc(CN2CCCCC2)cc1)c1cccc(OCc2ccccc2)c1
26	1	0	-8	1	-10	-1	-13	-0.6	-3	0	CCOc1ccccc1NC(=O)COC(=O)Cc1cccs1
27	-3	4	-1	-1	1	-3	3	-0.4	5	-2	Cc1cc(C(F)F)n2nc(C(=O)Nc3sc4c(c3C#N)CCC(C)C4)nc2n1 (stereo unspecified)
28	-1	5	1	-1	8	-2	-7	0.2	-5	4	CCC(CC)C(=O)c1c[nH]c(C(=O)NCc2ccccn2)c1
29	-2	-6	-2	-2	-4	-2	5	0.1	2	0	CC(C(=O)O/N=C(\N)c1cccnc1)c1ccc([N+](=O)[O-])cc1 (stereo unspecified)
30	-3	5	-2	0	-6	-2	11	0.5	5	2	CCOC(=O)c1c(C)[nH]c(C)c1C(=O)CSc1nc(N)cc(=O)[nH]1
31	-7	-8	-18	5	-5	5	-2	-1.8	7	-15	CCn1c(/C=N/c2nc3ccccc3n2C)nc2ccccc21
32	0	1	-3	-2	-1	3	9	0.5	-1	2	CCC1=C([N+](=O)[O-])C(c2ccc3c(c2)OCO3)NC(=O)N1 (stereo unspecified)
33	2	-8	4	0	-8	0	-7	0.6	1	9.9*	CC(=O)OCCn1c(=O)c2cc3c(=O)n(CCOC(C)=O)c(=O)c3cc2c1=O
34	2	3	-6	-18	-7	-18	-6	0.2	0	-6	CC(C(=O)O)N1C(=O)/C(=C/c2cccn2C)SC1=S (stereo unspecified)
35	-2	4	1	-1	2	-3	-4	0.0	-4	1	Cc1ccc2nc(C)c(C)nc2c1N
36	0	4	-2	-4	5	-2	11	-0.2	2	2	Cc1ccc(NC(=O)Nc2ccc3c(c2)nc(C)n3C)cc1
37	-1	3	-1	0	2	4	2	-0.9	5	0	CC(C)(C)NC(=O)C(=O)NC(=O)c1c(F)cccc1Cl
38	0	4	2	4	-10	2	-8	0.4	0	1	CC(NC(=O)c1ccc(S(=O)(=O)Nc2ccccc2Cl)cc1)c1ccncc1 (stereo unspecified)
39	0	-5	2	19	-5	2	9	-0.8	1	1	CCc1cc(=O)oc2c(C)c(OCC(=O)N3CCCc4ccccc43)ccc12
40	-3	-4	-3	1	2	1	2	-0.7	1	3	CC1CCC2(CC1)N=C(N)Nc1nc3ccccc3n12 (stereo unspecified)
41	-1	2	4	2	14	-6	5	-0.1	-1	2	COc1ccc(CCN(Cc2cccs2)S(=O)(=O)c2ccc(S(=O)(=O)N3CCCCCC3)cc2)cc1OC
42	-3	-8	-12	5	6	4	8	0.1	-4	4	Cc1cc(C)c(S(=O)(=O)NCc2cn3ccccc3n2)c(C)c1
43	-1	4	0	-2	3	0	8	0.2	-6	0	COc1cccc(C2C(C(N)=O)=C(C)Nc3nc(-c4ccccc4Cl)nn32)c1 (stereo unspecified)
44	10*	-1	-1	2	5	1	3	2.7	0	-1	Cc1cccc(C(=O)Nc2cccc(OC(=O)c3cccc(C)c3)c2)c1
45	3	-3	5	3	5	-8	12	0.1	-11	3	CCN(CC)c1ncnc2c1ncn2[C@H]1CN(Cc2ccco2)C[C@@H](CO)O1
46	1	2	2	-1	-2	-4	-3	0.2	-7	3	CCOC(=O)C1CCCN(C(=O)CCCOc2cc(=O)n(C)c3ccccc23)C1 (stereo unspecified)
47	4	-9	-2	1	3	-7	3	0.3	-5	0	Cc1c(C(=O)OCC2CCCO2)[nH]c2c1C(=O)CC(c1ccc(N(C)C)cc1)C2 (stereo unspecified)
48	-4	1	-35	0	-5	1	-14	-0.8	6	-26	O=C(Nc1ccccc1N1CCCC1)c1cc2ccccc2o1
49	-3	-1	0	0	x	2	x	0.0	-2	1	C#CCNC(=O)C[C@H]1C[C@@]2(C(=O)OCC)CCCC3=C2N(CCC3)C1=O
50	4	4	-8	0	4	-1	-1	0.4	2	-4	O=C(Nc1ccc(Nc2ccccc2)cc1)c1ccc(Br)o1
51	0	-5	-4	1	5	3	12	-0.5	-3	-1	CC(NC(=O)Cc1ccc(-c2ccccc2)cc1)c1ccccc1 (stereo unspecified)
52	1	1	-1	20	-7	-1	9	-0.4	0	2	COC(=O)C1=C(C)N(Cc2cccc(C(F)(F)F)c2)C(=NCc2ccccc2)NC1c1ccc(Cl)cc1 (stereo unspecified)
53	1	0	-7	3	-2	-1	5	-0.4	-5	-2	Cc1cccc(N(C(=O)CCC(=O)Nc2ccccn2)C(C(=O)NC(C)C)c2ccc(F)cc2)c1 (stereo unspecified)
54	-1	-2	6	-5	-6	-6	0	0.6	4	5	COc1ccc(Oc2nc3ccccc3nc2C(F)(F)F)cc1
55	-4	4	2	1	-6	-3	0	0.1	-6	2	COc1ccc(-c2csc3nc[nH]c(=O)c23)cc1
56	0	3	-8	3	-5	-2	-2	0.6	-2	-4	COc1ccc(-c2nc(CN3CCN(Cc4cccc(F)c4)CC3)c(C)o2)cc1

Assay outcomes: PubChem BioAssay, The Scripps Research Institute Molecular Screening Center
